From PubChem BioAssay
DRD3 antagonist: antagonists of human D3 dopamine receptor; max response, negative = inhibition, %; AID 652054; P35462; 360,000 compounds, 2.5% hits; D3R cells, DiscoveRx beta-arrestin luminescence, antagonist mode; active compounds read low; in the data active means max response below about -50%; inconclusive means no clear call, values can overlap the other calls; further: on the % scale 0 is the no-effect control and ±100 the full control effect; mostly tested at two doses, the higher about 12 µM
Target sequence (P35462 whole entry, looked up): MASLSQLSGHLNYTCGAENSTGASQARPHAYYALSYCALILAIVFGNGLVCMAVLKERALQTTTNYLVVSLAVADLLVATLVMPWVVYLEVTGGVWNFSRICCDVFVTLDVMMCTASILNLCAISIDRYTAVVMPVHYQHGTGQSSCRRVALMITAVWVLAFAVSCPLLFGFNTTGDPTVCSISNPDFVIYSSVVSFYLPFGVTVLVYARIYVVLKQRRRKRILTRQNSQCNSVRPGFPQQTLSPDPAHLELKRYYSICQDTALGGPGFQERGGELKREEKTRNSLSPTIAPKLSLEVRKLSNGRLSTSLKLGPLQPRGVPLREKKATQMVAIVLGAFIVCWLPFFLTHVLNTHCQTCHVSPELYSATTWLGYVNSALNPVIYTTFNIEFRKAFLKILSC
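Cells plated overnight at 1500 cells/well, then exposed to library compounds with dopamine controls for 90 minutes at 37 degrees C. DiscoveRx reagent added for 30–60 minutes at room temperature; luminescence read, quantitative HTS format.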
TDP43 rescue: inhibitors of TDP-43 toxicity in yeast; TDP-43 expressing yeast growth rescue, BacTiter-Glo, 24 h; Potency, µM (series often up to 46.1 µM), for the others: top-dose growth rescue (activation), hits mostly activators; 410,000 compounds, 1.8% hits; AID 652104; further: potency means the concentration at half of the fitted maximal effect; % of control where 0% means no effect; nearly all actives have a fitted effect of over 50% in size
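Growth rescue of TDP-43-toxic yeast measured as ATP luminescence (BacTiter-Glo). Cells grown to mid-log in raffinose, induced in galactose at OD600=0.02, exposed to compound 24 hr at 30 deg C.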
D3 ag: D3 dopamine receptor (human) agonism; max activation, %; D3R DiscoveRx beta-arrestin cells, luminescence, 90 min; 410,000 compounds, 0.58% hits; in the data active means max activation above about 30%; further: 0% is about no effect; mostly tested at two doses, the higher about 12 µM
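Agonist-mode cell screen: cells plated at 1500/well and incubated overnight at 37 °C, then exposed to library compounds for 90 min at 37 °C. Detection reagent was added for 30–60 min at room temperature, and luminescence was read.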
GLP1R cytotox: cytotoxic in the GLP-1 receptor inverse agonist counter-screen. AID 624418. 410,000 compounds, 0.13% hits. HEK293 cAMP-luciferase reporter cells, luminescence, 24 h. Potency, µM (top dose mostly 38.3 µM), for the others: at the top dose activity change, negative = inhibition, most hits filed as inhibitors;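 further: loss of luciferase light is scored as toxicity; potency means the concentration at half of the fitted maximal effect; on the % scale 0 is the no-effect control and ±100 the full control effect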
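Quantitative HTS format, 1536 wells, 200 cells/uL seeded. Compounds: 23 nL, 24 h, 37 °C. Detection: luciferase reagent, luminescence at 12 min RT; decreased signal taken as cytotoxic.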
aSyn yeast inh: inhibitors of alpha-synuclein toxicity in yeast; Yeast expressing alpha-synuclein, growth rescue, BacTiter-Glo, 24 h; Potency, µM (series often up to 46.1 µM), without a hit: at the highest dose growth rescue (activation), actives largely listed as activators; 370,000 compounds, 0.14% hits; further: potency means the concentration at half of the fitted maximal effect; % of control where 0% means no effect; nearly all actives have a fitted effect of over 65% in size
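Screening used galactose-induced yeast with toxic alpha-synuclein levels, exposed to compound for 24 hr at 30 deg C. Cell growth, read with BacTiter-Glo luminescence, gave the measured signal.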
GLP1R ag: GLP-1 receptor (human) agonism. P43220. HEK293 GLP-1R CRE-luciferase, luminescence, 4-6 h; cells express a hypersensitive GLP-1R form. Potency, µM (highest dose often 45.6 µM), inactives show at the top dose activation, hits mostly activators. 380,000 compounds, 0.007% hits; further: potency means the concentration at half of the fitted maximal effect; % of control where 0% means no effect
PTHR1 ag: PTHR1 (human) receptor agonism | HEK293 GP2 PTHR1 cells, GloSensor cAMP luminescence, 1 h | Potency, µM (doses to about 115 µM), for the others: top-dose activation, most hits filed as activators | 410,000 compounds, 0.075% hits | AID 743266; further: potency means the concentration at half of the fitted maximal effect; nearly all actives have a fitted effect of over 55% in size; some results filed as inactive show a strong effect at the top dose; inactives centre near -15; many of its hits are not listed in these tables
Target sequence (Q03431 whole entry, looked up): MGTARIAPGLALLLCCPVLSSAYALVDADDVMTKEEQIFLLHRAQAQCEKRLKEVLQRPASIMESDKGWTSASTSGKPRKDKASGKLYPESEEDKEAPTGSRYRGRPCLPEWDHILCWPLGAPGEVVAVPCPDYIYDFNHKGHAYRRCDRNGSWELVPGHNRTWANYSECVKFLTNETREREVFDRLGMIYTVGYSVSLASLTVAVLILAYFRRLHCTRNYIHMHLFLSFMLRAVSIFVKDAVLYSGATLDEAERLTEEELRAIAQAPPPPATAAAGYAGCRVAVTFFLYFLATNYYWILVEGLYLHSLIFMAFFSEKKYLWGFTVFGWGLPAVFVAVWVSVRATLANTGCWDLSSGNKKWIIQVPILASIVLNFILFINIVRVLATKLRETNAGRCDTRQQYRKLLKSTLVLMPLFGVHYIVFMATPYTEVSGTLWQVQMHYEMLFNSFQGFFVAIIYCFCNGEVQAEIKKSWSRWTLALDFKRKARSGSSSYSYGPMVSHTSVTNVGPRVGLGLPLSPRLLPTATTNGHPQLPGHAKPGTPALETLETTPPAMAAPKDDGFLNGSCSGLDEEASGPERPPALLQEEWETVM
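HEK-293-derived GP2 cells expressing PTHR1 and a GloSensor cAMP reporter, 3,000/well, plated overnight, given luciferin plus IBMX (each 0.5 mM as added) for 1 h at 37 °C, then compound for 1 h at 37 °C. Luminescence was read after 15 min at room temperature.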
KB-V1 cytotox: kills drug-selected multidrug resistant KB-V1 cells; Potency, µM (titrated, usually from 46.1 µM), for inactives: at the highest dose activity change, negative = cytotoxicity, most hits filed as cytotoxic; AID 1347076; KB-V1 MDR cells viability, CellTiter-Glo, 72 h; 400,000 compounds, 3.4% hits; further: potency means the concentration at half of the fitted maximal effect; on the % scale 0 is the no-effect control and ±100 the full control effect; nearly all actives have a fitted effect of over 60% in size
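Readout: CellTiter-Glo luminescence, 10 min after addition. Cells: KB-V1 MDR subline, 72 h at 37 degrees C with compound. Analysis: corrected, normalized data fitted to concentration-effect curves.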
GLP1R inv ag: acts as inverse agonist at human GLP-1 receptor; 410,000 compounds, 1.6% hits; HEK293 GLP-1R CRE-luciferase, luminescence, 24 h; GLP-1R form is constitutively active; Potency, µM (doses to about 38.3 µM), inactives show top-dose activity change, negative = inhibition, actives largely listed as inhibitors; AID 624417; P43220; further: potency means the concentration at half of the fitted maximal effect; on the % scale 0 is the no-effect control and ±100 the full control effect; nearly all actives have a fitted effect of over 55% in size
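HEK293 cells stably co-expressing constitutively active GLP-1R and a cAMP-responsive luciferase reporter were seeded in DMEM with 10% Nu serum, given compounds after 12 h, and incubated 24 h at 37 deg C. Luminescence was then read.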
* hit, by the source's call; i = inactive; ? = inconclusive; · = no result given; & = joins results of further samples; [ ] = dose if it differs, or a comment. Unless noted, the call rests on the fitted dose curve; in most records, active means well fitted curve in the direction sought with a large enough effect; inconclusive means small, poorly fitted or top-dose-only effect, or another doubt; inactive means no such curve, though single readings can be large; an effect the other way counts as inactive or inconclusive. Not all compounds are listed; rates above refer to the full screens.

SMILES	DRD3 antagonist	TDP43 rescue	D3 ag	GLP1R cytotox	aSyn yeast inh	GLP1R ag	PTHR1 ag	KB-V1 cytotox	GLP1R inv ag
O=C(NC1CC(=O)N(c2cccc(F)c2)C1)C(c1ccccc1)c1ccccc1 (stereo not drawn)	·	24%	5	2%	·	·	-34%[inhibitor]	·	?
Cc1cc(C(=O)COC(=O)c2ccc(O)cc2O)c(C)n1-c1ccccc1	6	0%	18	-16%	1%	-39%[inhibitor]	-36%[inhibitor]	16µM*	?
CC(C)(CNC(=O)c1ccc(S(=O)(=O)Nc2ccccc2F)cc1)N1CCOCC1	6	21%	1	-4%	8%	-12%	-8%	?	-9%
O=C(c1cc(COc2ccc(F)cc2Cl)on1)N1CCc2ccccc2C1	4	17%	-11	11%	-2%	2%	-30%	-12%	?
CCOC(=O)Nc1ccc(S(=O)(=O)Nc2cc(C)nc(C)n2)cc1	-9	-15%	0	-9%	-5%	-7%	i	13%	-7%
COc1ccc(OCc2cc(C(=O)NCCCc3ccccc3)no2)c(Cl)c1	-4	?	6	-27%	-9%	4%	-25%	-30%	?
COc1ccc(-c2cc(-c3ccc(Br)cc3)nc3ncnn23)cc1OC	-13	2%	0	107%[activator]	-1%	3%	-47%[inhibitor]	?	3%
Cc1ccc(-c2csc3nc(SCC(N)=O)n(Cc4ccccc4)c(=O)c23)cc1	?	14%	2	-1%	6%	9%	-14%	21µM*	-24%
O=C(NCC(=O)N1CCN(c2ccccc2)CC1)c1ccc(Br)o1	1	26%	9	-1%	4%	-13%	-65%	·	9%
Cc1ccccc1C(=O)OCc1cc(=O)n2c(C)csc2n1	·	?	-1	2%	·	·	i	?	4%
CC(=O)Nc1ccc(CN2CCCN(C)CC2)cc1	20	17%	3	4%	10%	3%	i	17%	14%
Nc1ccc2c(c1)C(=O)N(CC1CCCO1)C2=O (stereo not drawn)	-12	-1%	0	5%	-13%	-13%	i	5%	21%
Cn1c(C(=O)NCc2ccco2)cc2c(=O)[nH]c3ccccc3c21	-17	-20%	-3	-1%	1%	5%	-50%[inhibitor]	-4%	72%[activator]
C[C@@H]1COC(=O)[C@@H](Cc2ccc(F)cc2)CC/C=C\C[C@@H](CC(=O)NCCO)C(=O)N1	4	14%	2	2%	1%	0%	i	9%	5%
CCOc1ccccc1NC(=O)C1(S(=O)(=O)c2ccc(Cl)cc2)CC1	-5	-8%	0	3%	1%	27%	-15%	?	7.1µM*
CC(=O)c1cccc(S(=O)(=O)N2CCC(C(=O)Nc3cccc(C(=O)NC4CC4)c3)CC2)c1	6	13%	2	-31%	-7%	0%	i	3%	1%
CCN(CC)S(=O)(=O)c1ccc2c(c1)c(=O)c(C(=O)NCCc1ccc(OC)c(OC)c1)cn2C	8	2%&9%	4&-5	9%&2%	-5%	3%&-1%	0%	16%&31%	59%&27%[activator]
CCCN(CCC)C(=O)Cn1c(=O)n(-c2ccc(C)cc2)c(=O)c2ccc(C(=O)NCc3ccccc3Cl)cc21	·	24%	-2	-2%	-2%	1%	i	1%	14%
O=C(NCCCN1CCOCC1)C(Sc1ccccc1)c1ccccc1 (stereo not drawn)	0	4%	-18	23%	-3%	0%	i	1%	1%
Cc1cc(C)c(S(=O)(=O)N2CCN(C(=O)C(C)Cn3cncn3)CC2)c(C)c1 (stereo not drawn)	-4	19%	1	7%	0%	-1%	i	-17%	22%

The final four compounds of the section before lead into the next:
SMILES	DRD3 antagonist	TDP43 rescue	D3 ag	GLP1R cytotox	aSyn yeast inh	GLP1R ag	PTHR1 ag	KB-V1 cytotox	GLP1R inv ag
CCN(CC)S(=O)(=O)c1ccc2c(c1)c(=O)c(C(=O)NCCc1ccc(OC)c(OC)c1)cn2C	8	2%&9%	4&-5	9%&2%	-5%	3%&-1%	0%	16%&31%	59%&27%[activator]
CCCN(CCC)C(=O)Cn1c(=O)n(-c2ccc(C)cc2)c(=O)c2ccc(C(=O)NCc3ccccc3Cl)cc21	·	24%	-2	-2%	-2%	1%	i	1%	14%
O=C(NCCCN1CCOCC1)C(Sc1ccccc1)c1ccccc1 (stereo not drawn)	0	4%	-18	23%	-3%	0%	i	1%	1%
Cc1cc(C)c(S(=O)(=O)N2CCN(C(=O)C(C)Cn3cncn3)CC2)c(C)c1 (stereo not drawn)	-4	19%	1	7%	0%	-1%	i	-17%	22%
O=C(C1CC1)N1CCc2cc(Br)cc(S(=O)(=O)N3CCN(c4cccc(Cl)c4)CC3)c21	·	22%	9	3%	·	1%	i	13%	-17%
O=c1c2cc(N3CCOCC3)ccc2[nH]c(=S)n1Cc1ccccn1	?	8%	-3	69%[activator]	-3%	3%	i	14%	3%
CCOC(=O)Nc1ccc2nc3n(c(=O)c2c1)CCCCC3	10	5%	-1	18%[7.66 µM]	2%	3%	i	?	20%[7.66 µM]
Cc1nnc(SCC(=O)N2N=C(c3ccc(Cl)cc3)CC2c2ccco2)[nH]c1=O (stereo not drawn)	5	-12%[9.22 µM]	7	7%	7%	5%	i	-10%	46%[activator]
CC(c1nccs1)N(C)c1nc2nonc2nc1N(C)C (stereo not drawn)	4	0%	-2	-6%	0%	12%	5%	2%	0%
CCCc1n[nH]c2c1/C(=N\O)CCC2	-22	-8%	-4	8%	-9%	-15%	i	5%	3%
CCOC(=O)c1c(C)[nH]c(C(=O)COc2ccc3c(c2)OCO3)c1C	8	22%	0	5%	3%	15%	-49%[inhibitor]	10%	37%[activator]
COc1ccc(/C=N/NC(=O)CCN2CCN(c3ccccc3)CC2)c(OC)c1OC	?	14%	-4	-6%	0%	0%	i	-5%	-2%
CCCOC(=O)c1ccc(NC(=O)/C=C/c2cccs2)cc1	-8	?	-11	-2%	-25%	-11%	-25%	-19%	?
CCCC(=O)Nc1ccc(-c2csc(NNC(C)=O)n2)cc1	-12	-17%	-8	-7%	12%	0%	-71%[inhibitor]	0%	-6%
Cc1nc(S(=O)(=O)N2CCN(c3ccc(Cl)cc3)CC2)cn1C	·	0%	-2	5%	-1%	1%	-8%	0%	20%
COc1ccc(NC(=O)NNC(=O)C(O)(c2ccccc2)c2ccccc2)cc1	-20	4%	-1	-5%	1%	-3%	i	0%	3%
COc1cccc(NS(=O)(=O)NC(=O)c2c[nH]c3ccccc23)c1	11	5%	3	8%	-7%	0%	i	14%	-2%
Cc1ccc(-c2noc(CCC(=O)NC3CCCc4ccccc43)n2)cc1 (stereo not drawn)	8	12%	7	-21%	-3%	6%	-11%[57.5 µM]	-2%	?
CCC(CC)NC(=O)Cc1ccc(F)cc1	15	8%	10	10%	0%	-4%	i	0%	2%
CCCc1nc(SCC(=O)NCc2ccco2)c2c(=O)n(C)c(=O)n(C)c2n1	19	23%	3	-10%	2%	12%	i	-1%	?
CCC1(C)Cc2c(C#N)c(N)sc(=S)c2CO1 (stereo not drawn)	-85*	27%	-6	5%	10%	24%	-14%	-13%	45%[activator]
CCOC(=O)N1CCN(C(=O)/C(=C/c2ccccc2OC)NC(=O)c2ccccc2)CC1	-18	-12%	7	-6%	3%	10%	-10%[57.5 µM]	7.3µM*	1%
Cc1c(Cl)cccc1NC(=O)c1ccccc1-c1ccccc1C(=O)O	-8	3%	3	-7%	-6%	-6%	-25%	22%	-1%
CCOc1ccc(-c2csc(/C(C#N)=C/c3ccc(Br)cc3)n2)cc1	·	22%	2	0%	·	·	i	0%	-9%
COC(=O)C1=C(C)NC(C)=C(C(=O)OC)C1c1ccc(-c2cccc(Cl)c2Cl)o1	-3	1%	-21	13%	0%	10%	15%	16µM*	?
CC(=O)N1CCc2c(sc3c2c(=O)n(-c2ccccc2)c(=O)n3CC(=O)NCC2CCCO2)C1 (stereo not drawn)	9	15%	4	3%	?	2%	i	8%	5%
Cc1ccc(C(=O)NCC(=O)OCC(=O)NC(C)C2CC3CCC2C3)cc1 (stereo not drawn)	-3	-20%	-13	9%	-4%	10%	?	?	19%
CN(Cc1nc2ccccc2n1C)S(=O)(=O)c1ccc(Cl)cc1	-22	-5%	-9	9%	-3%	2%	-4%	-23%	17%
COc1cccc2c1cc1c(=O)n(CC(=O)N3CCCCCC3)nc(C)n12	-11	8%	24	-19%	0%	9%	-5%	3%	2%
Cc1c(OCC(=O)N2C[C@H]3C[C@@H](C2)c2cccc(=O)n2C3)ccc2c3c(c(=O)oc12)CCC3	17	-8%	1	10%	-5%	3%	-27%	-2%	4%
COC(=O)N/N=C/c1cc(Cl)c(OCc2ccccc2F)c(OC)c1	16	-21%	18	-16%	-6%	9%	-8%	-13%	10µM*
COc1cccc2cc(-c3nc4ccccc4[nH]3)c(=O)oc12	17	?	4	87%[activator]	?	10%	-29%	0%	22%
CN(C)c1nc2ccccc2n(C)c1=O	11	27%	6	-5%	0%	15%	11%	?	4%

2 compounds from above, limited to GLP1R ag and aSyn yeast inh.
SMILES	GLP1R ag	aSyn yeast inh
Cc1c(OCC(=O)N2C[C@H]3C[C@@H](C2)c2cccc(=O)n2C3)ccc2c3c(c(=O)oc12)CCC3	3%	-5%
O=c1c2cc(N3CCOCC3)ccc2[nH]c(=S)n1Cc1ccccn1	3%	-3%
